S1P2 agonist – agonists of human S1P2 receptor | hit rate 0.46% among 97,000 | S1P2-expressing cell line, agonist reporter read-out | activation, % at 4.5 µM | O95136; in the data active = activation above about 16%;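 note: 0% = vehicle low control and 100% = maximal reference agonist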
Target sequence (O95136 whole entry, looked up): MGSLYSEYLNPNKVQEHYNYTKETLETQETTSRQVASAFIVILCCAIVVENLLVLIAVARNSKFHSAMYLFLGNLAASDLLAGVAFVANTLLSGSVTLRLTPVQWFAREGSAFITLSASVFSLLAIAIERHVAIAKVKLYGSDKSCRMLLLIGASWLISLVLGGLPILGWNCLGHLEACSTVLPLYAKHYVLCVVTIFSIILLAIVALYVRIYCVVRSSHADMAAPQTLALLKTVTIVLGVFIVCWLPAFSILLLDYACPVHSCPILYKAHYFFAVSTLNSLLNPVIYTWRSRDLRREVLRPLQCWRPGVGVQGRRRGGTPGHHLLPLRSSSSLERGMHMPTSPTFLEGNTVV
FAK blocker – inhibitors of human focal adhesion kinase; Q05397; biochemical FAK kinase activity assay; inhibition, %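 (tested at 7 µM)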; hit rate 0.84% among 97,000; in the data active = inhibition above about 19%;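 note: 0% = DMSO and 100% = reference compound high control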
Rev-RRE block – inhibitors of HIV-1 Rev-RRE RNA interaction | P05866 | Rev peptide-RRE RNA binding, FRET | inhibition, % at 8 µM | hit rate 0.79% among 97,000 | AID 704;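 active = inhibition above the screen-wide mean plus 3 SD, cut at about 35% in these data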;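 note: 0% = median DMSO wells and 100% = median Neomycin B control wells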
Target sequence (P05866 whole entry, looked up): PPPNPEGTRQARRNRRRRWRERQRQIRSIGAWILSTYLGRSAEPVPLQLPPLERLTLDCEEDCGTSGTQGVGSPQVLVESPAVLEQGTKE
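System: Cy5-labelled duplex RRE RNA binding fluorescein-labelled HIV Rev peptide; Signal: fluorescein-to-Cy5 FRET, 480 nm excitation; Also added: labelled Rev peptide; Compound: one concentration, 8 µM nominal; Buffer or medium: HEPES pH 7.5 salt buffer with EDTA; Read-out: % inhibition of FRET ratio versus controls; Schedule: 5 min preincubation and 15 min binding, 25 °C.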
PostGolgi ctrl – inhibits growth of the yeast control strain. efflux-deficient yeast background strain, growth absorbance A615, 16 h. hit rate 5% among 98,000. AID 738. inhibition, % at 10 µM
PTPN22 inh 2 – blocks human PTPN22 phosphatase activity | hit rate 0.21% among 96,000 | inhibition, % at 2 µM | AID 640 | Q9Y2R2 | recombinant LYP catalytic domain, DiFMUP fluorescence;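 active = inhibition at 2 µM at or above a set limit, the screen mean plus 3 SD, cut at about 24% in these data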;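 note: 0% = DMSO with enzyme and 100% = enzyme fully blocked by orthovanadate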
S1P2 antag – antagonists of human S1P2 receptor | O95136 | cell-based S1P2 antagonist assay, inhibition at 5 uM | inhibition, % at 5 µM | hit rate 0.21% among 97,000 | AID 736; in the data active = inhibition above about 45%;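 note: CRE beta-lactamase reporter cells expressing human S1P2 stimulated with S1P; 0% = agonist at EC80 alone and 100% = agonist plus reference antagonist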
EphB4 ephrin blk – antagonists of human EphB4-ephrin-B2 interaction; P54760; inhibition, % at 7 µM; EphB4 LBD / TNYL-RAW-Alexa532 peptide, fluorescence polarization; AID 720; hit rate 0.15% among 97,000;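 active = inhibition above the screen-wide mean inhibition plus 3 SD, cut at about 15% in these data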;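 note: 0% = DMSO wells and 100% = excess unlabeled TNYL-RAW peptide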
PostGolgi yeast – growth inhibition of a yeast mutant, post-Golgi transport screen; post-Golgi transport phenotypic cell assay; inhibition, % at 10 µM; hit rate 0.9% among 98,000; AID 739;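 note: yeast cells grown in 1536-well plates; yeast grown about 18 h at 30C before absorbance read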
PTPN22 act – activators of human LYP (PTPN22) phosphatase. recombinant LYP, DiFMUP fluorescence; 0 = plate median, 100 = signal doubled. hit rate 0.11% among 96,000. AID 697. activation, % at 2 µM;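 active = activation at 2 µM above a set limit, the mean plus 5 SD, cut at about 37% in these data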
The depositor's hits bear a star; . = no result given; [ ] = dose if it differs, or a comment. Cut-off read from the data, not from the text of the source, unless noted: active = inhibition above about 30%; inactive = the rest.

SMILES	S1P2 agonist	FAK blocker	Rev-RRE block	PostGolgi ctrl	PTPN22 inh 2	S1P2 antag	EphB4 ephrin blk	PostGolgi yeast	PTPN22 act
CCOC(=O)C1CCN(c2cc(=O)n(-c3ccc(OC)cc3)c(=O)[nH]2)CC1	-0.2	-1.2	2.2	9.3	-37.8	3.9	-8.8	6.0	33.9
COc1cc2c(cc1OC)C(c1ccccc1)N(C(=O)c1ccco1)CC2 (stereo not drawn)	.	.	.	28.1	-6.7	.	.	-0.3	5.1
N#CCSc1ncnc2c1cnn2CCO	-10.5	3.7	6.1	3.4	9.9	19.0	-0.7	-7.2	-7.7
COC(=O)c1ccc(/C=N/NC(=O)CC(=O)NCC(C)C)cc1	-4.5	-10.4	-3.0	-3.0	.	6.0	2.6	17.6	.
Clc1ccc(Cl)c2sc(N3CCCC3)nc12	-9.2	-0.2	2.8	10.5	0.1	7.0	0.1	10.8	-2.6
CCOc1ccc(S(=O)(=O)NCc2ccco2)cc1	-1.8	-3.0	-5.4	1.2	-0.6	2.0	1.7	6.1	3.0
COc1ccc(/C=c2/sc3n(c2=O)C(c2ccccc2OC)C2=C(N=3)c3ccccc3CC2)cc1O (stereo not drawn)	-14.3	0.1	11.9	-9.7	8.0	21.7	2.0	15.3	-8.4
O=C(C(c1ccccc1)c1ccccc1)N1CCC(c2nc(-c3ccccc3Cl)no2)CC1	-0.1	0.2	8.4	.	15.9	-12.5	5.3	.	-16.3
CNC(=O)c1c(NC(NC(=O)c2ccco2)C(=O)c2ccc(Cl)cc2)sc2c1CCCC2 (stereo not drawn)	-5.5	1.0	-0.2	6.5	-2.9	-6.3	-6.1	-5.4	2.7
Cc1cc2cc3c(cc2nc1SCC(=O)OC(C)C)OCO3	-2.2	2.5	-4.7	-1.9	3.1	-6.5	-8.6	-2.5	-5.5
O=C(NCc1ccc(F)cc1)C1CCCN(C(=O)Nc2ccccc2)C1 (stereo not drawn)	-4.4	-1.4	-0.8	-3.9	-2.7	-5.8	4.0	10.3	3.3
CC1CC(NC(=O)c2ncn[nH]2)CC(C)(C)C1 (stereo not drawn)	-7.6	-3.4	-1.9	4.9	4.7	-9.7	-4.3	-3.4	-2.2
COC(=O)Cn1c(=O)c2c(nc(Br)n2Cc2ccccc2Cl)n(C)c1=O	-1.7	-2.2	1.6	22.5	-0.1	-11.3	-5.6	3.0	-3.3
CC(C)NS(=O)(=O)c1ccc(OCC(=O)NCC2CCCO2)c(Cl)c1 (stereo not drawn)	0.3	0.2	8.5	-9.5	1.1	-10.1	6.6	3.8	-2.0
COc1ccccc1CNC(=O)C1CCN(c2nc3ccccc3o2)CC1	-7.9	-7.4	5.3	10.3	8.8	-19.7	-1.5	-3.2	-9.9
O=C(CSc1nc2ccccc2o1)Nc1ccc(Cl)cc1	-2.4	1.0	9.5	15.9	0.4	14.5	-6.9	-12.8	2.2
O=C(NC1CCCCC1)c1cnn2c(C(F)(F)F)cc(-c3ccco3)nc12	0.2	-0.9	7.8	4.4	7.6	-16.8	7.1	17.8	-9.5
CCOC(=O)N1CCN(C(=O)Cn2c(=O)sc3ccccc32)CC1	0.5	-3.4	-2.5	6.6	-8.4	-10.8	-0.7	8.1	5.6
CS(=O)(=O)NCCSCc1ccccc1	-9.5	-3.2	5.1	-2.7	-14.0	18.8	-8.9	6.3	18.7
CN(c1ccc(C(=O)Nc2ccc3c(c2)OCCO3)cc1)S(C)(=O)=O	-2.4	2.7	1.6	2.1	6.3	2.8	-7.3	6.3	-6.7
CCOC(=O)C(C(=O)OCC)=C1OC(=O)c2ccccc21	-1.2	3.4	4.8	-5.8	-10.0	8.2	2.1	-5.8	9.6
CCOC(=O)C1=C(C)NC(=O)C(C#N)C1c1ccncc1 (stereo not drawn)	-4.5	-0.5	5.9	-1.5	0.7	17.2	-2.5	-0.3	-1.6
COc1ccc(N(CC(=O)Nc2ccc(F)c(Cl)c2)S(=O)(=O)c2c(C)noc2C)cc1	-8.0	5.0	11.8	4.1	10.2	17.1	4.0	-1.0	-7.6
COc1cc(C(=O)NCc2cn3ccccc3n2)cc(OC)c1OC	-5.6	-0.1	4.0	.	-6.4	5.5	-3.9	.	6.0

Taken from above.
S1P2 antag, `COC(=O)c1ccc(/C=N/NC(=O)CC(=O)NCC(C)C)cc1` : 6.0
S1P2 antag, `CC1CC(NC(=O)c2ncn[nH]2)CC(C)(C)C1` (stereo not drawn) : -9.7
PTPN22 act, `COc1ccc(N(CC(=O)Nc2ccc(F)c(Cl)c2)S(=O)(=O)c2c(C)noc2C)cc1` : -7.6
PTPN22 act, `CC(C)NS(=O)(=O)c1ccc(OCC(=O)NCC2CCCO2)c(Cl)c1` (stereo not drawn) : -2.0

(continued)
SMILES	S1P2 agonist	FAK blocker	Rev-RRE block	PostGolgi ctrl	PTPN22 inh 2	S1P2 antag	EphB4 ephrin blk	PostGolgi yeast	PTPN22 act
S=c1[nH]nc(-c2cccnc2)n1-c1ccccc1	-2.5	-1.2	2.2	.	-8.6	-12.8	-2.3	.	4.9
OC(CN1CCN(c2ccccn2)CC1)Cn1c2ccccc2c2ccccc21 (stereo not drawn)	-5.8	-2.3	8.7	9.1	2.0	1.1	-1.7	3.1	-5.2
Cc1cccc(-n2cnc(C(=O)N/N=C\c3ccc(Br)cc3)c2)n1	-10.5	9.7	7.5	2.7	11.1	3.9	3.7	-7.5	-10.4
N#Cc1nc(-c2ccc(OCc3ccccc3)cc2)oc1NCCCn1ccnc1	-5.3	17.4	5.9	18.8	-8.7	3.0	7.3	7.1	5.7
Cc1ccc(CNS(=O)(=O)c2cn(C)cn2)cc1	0.6	1.0	5.4	-0.6	1.5	11.0	2.4	7.7	-0.1
Brc1c(OCCOCCn2cncn2)ccc2ccccc12	-3.5	0.0	-0.7	8.5	-8.7	-0.2	-0.5	-9.9	8.9
COc1ccc(/C=N\NC(=O)c2sc(N)nc2C)cc1OC	8.1	8.9	6.2	1.7	-0.3	-15.4	2.0	17.2	3.0
O=C(NCCCN1CCCC1=O)c1cc(NS(=O)(=O)c2ccc(F)cc2)cc(NS(=O)(=O)c2ccc(F)cc2)c1	-1.6	-0.8	5.4	6.5	11.2	-1.8	-7.3	-3.9	-13.4
COc1ccc(OC)c2c1C(=O)c1ccccc1C2=O	-3.0	1.2	75.1*[fluorescence artefact?]	7.8	5.7	-21.3	-1.7	2.7	-2.9
CC(C)C(NC(=O)c1ccco1)C(=O)NCC(c1ccco1)N1CCCCC1 (stereo not drawn)	-5.8	1.2	0.4	0.1	11.0	8.1	1.3	-3.9	-8.5
Cc1cc(C(C)(C)C)nc2[nH]n(-c3ccccc3)c(=O)c12	-4.1	-1.1	-2.9	18.8	2.0	4.5	-9.8	-4.1	0.6
CC1(C(=O)N2CC3(CC(c4cccc([N+](=O)[O-])c4)=NO3)C[C@H]2C(=O)NCC(N)=O)CC1 (stereo partly drawn)	-14.1	-3.5	6.3	8.2	-4.4	6.7	4.0	-6.1	7.1
COc1cc(C2CC(=O)c3c([nH]c(C(=O)OCCOC(C)C)c3C)C2)cc(OC)c1OC (stereo not drawn)	-6.0	-5.7	1.8	15.5	13.5	38.4	-0.1	-1.2	-15.6
CCC(C)(C)n1c(=O)[nH]c2c(c1=O)CCC2	-1.3	-4.7	5.9	3.9	-1.5	-1.0	-4.4	-1.9	-1.3
CCCc1cc(=O)[nH]c(SCc2ccccc2)n1	0.1	-2.1	3.1	18.6	4.0	-50.7	-6.1	-3.6	-5.2
COc1ccc(C(CC(=O)O)NC(=O)c2ccco2)cc1OC (stereo not drawn)	-8.2	-2.7	2.8	8.2	-3.6	5.8	-4.3	-8.6	2.2
COc1cc(NC(=O)C2CCN(S(=O)(=O)c3cnc[nH]3)CC2)cc(OC)c1OC	-2.9	1.4	1.3	14.9	-12.3	-13.5	3.5	16.0	16.1
CC(=O)/C(=N/Nc1cccc(C)c1)N1CCOCC1	15.7	-0.9	1.8	3.8	-3.0	-7.6	0.5	11.8	1.3
CCCc1cc(=O)oc2cc(OCC(=O)N3CCc4ccccc43)ccc12	-3.4	0.6	3.8	-3.1	19.0	-6.7	-4.3	0.3	-17.6
Cc1cc(NC(=O)CSc2nc(C3CC3)nc3sc4c(c23)CCC(C)C4)no1 (stereo not drawn)	-4.5	-3.5	5.5	.	6.0	-13.4	0.2	.	-9.0
Cc1ccc(NC(=O)COC(=O)CN2C(=O)COc3ccccc32)cc1	-1.1	-2.3	10.6	-2.4	2.4	4.8	4.2	5.4	0.4
O=[N+]([O-])c1cccnc1N1CCCCC1	-3.4	-2.1	6.9	-7.5	-3.4	5.2	2.9	-4.9	6.9
COc1ccc(-c2noc(-c3ccccc3C(=O)Nc3cccc(OC)c3)n2)cc1	-7.1	2.1	17.7	22.4	-2.6	9.0	1.2	-3.4	0.1
CCOC(=O)C(Cc1c(F)cccc1F)(NC(C)=O)C(=O)OCC	2.3	-3.2	2.7	5.7	1.7	27.7	1.0	-1.2	-3.9
CCC1S/C(=N/N=C/c2cccs2)NC1=O (stereo not drawn)	-6.5	-1.2	0.3	-4.2	-3.9	-3.2	-5.4	-3.1	6.1
COc1ccc(/C=C(\C#N)C(=O)NCC2CCCO2)cc1OC (stereo not drawn)	-2.4	2.3	6.5	2.8	-1.0	6.6	8.1	-3.5	4.4
CCOc1ccc(-c2[nH]ncc2-c2ccc(OC)c(OC)c2)c(O)c1	-2.8	4.8	5.1	11.8	7.4	-32.6	-5.0	-2.4	-8.0
CCn1c(SCC(=O)Nc2nc(C)cs2)nnc1C(NC(=O)c1ccccc1Cl)C(C)C (stereo not drawn)	-4.2	-1.3	7.5	3.3	-6.1	7.2	1.5	1.6	6.2
Cc1ccc(OC(=O)CCC(=O)OCCCC(F)(F)C(F)(F)F)cc1	-5.2	1.4	5.9	-6.9	-8.1	15.5	0.2	-2.1	3.3
COc1ccccc1N(CC(=O)Nc1cccnc1)S(C)(=O)=O	-5.6	1.7	3.5	4.1	-9.1	1.0	-6.0	2.8	12.8
Cn1cnc(S(=O)(=O)NCc2cccs2)c1	-5.6	-0.7	4.5	17.0	-8.4	14.0	5.5	4.7	4.6
CC1=CS/C(=C(/C#N)C(=O)NCc2ccco2)N1c1ccccc1	-6.3	0.3	5.2	1.2	-2.8	-2.4	0.8	-2.0	0.4
O=C(NCCN1CCOCC1)c1ccc(Cl)cc1[N+](=O)[O-]	-2.2	7.2	8.8	24.4	-3.1	6.1	8.6	-2.6	0.6
O=C(Nc1nccs1)c1cccc(S(=O)(=O)N2CCCCC2)c1	-5.7	0.1	0.4	-1.8	6.0	-17.0	5.3	2.5	-4.4
Cc1nn2c(-c3cccc(NC(=O)CN4CCOCC4)c3)nnc2c2ccccc12	2.6	-1.6	7.8	.	-14.2	-23.2	0.5	.	6.1
CC(C)COC(=O)Cc1c(O)c2ccccc2[nH]c1=O	-4.9	-2.9	-0.3	-0.3	3.4	16.2	2.0	-2.4	-5.8
O=C(c1ccc(COc2ccccc2Cl)o1)N1CCN(c2ccccc2)CC1	-2.6	-2.1	-4.7	46.2*	1.2	-8.0	-7.3	-12.2	-4.0
COc1cccc(C(=O)Nc2cnc(NC(=O)c3ccco3)cc2C)c1	-2.0	3.5	2.9	-10.8	-19.1	-16.3	-5.0	-11.7	17.5
O=C(NNS(=O)(=O)c1ccc([N+](=O)[O-])cc1)c1cnn(-c2ccccc2)c1-n1cccc1	-1.6	-1.1	-0.7	-6.3	3.2	11.1	-7.3	-5.4	-1.7

Rev-RRE block: entries above that show a hit
SMILES	S1P2 agonist	FAK blocker	Rev-RRE block	PostGolgi ctrl	PTPN22 inh 2	S1P2 antag	EphB4 ephrin blk	PTPN22 act
COc1ccc(OC)c2c1C(=O)c1ccccc1C2=O	-3.0	1.2	75.1*[fluorescence artefact?]	7.8	5.7	-21.3	-1.7	-2.9

Source: PubChem (several laboratories)

Random draw from the library (roughly 7% active in at least one column).
